Assay outcomes deposited in PubChem by National Center for Advancing Translational Sciences (NCATS).
NPSR antagonist: blocks cAMP signaling of the human neuropeptide S receptor | CHO-NPSR cells, cAMP TR-FRET, antagonist mode | Q6W5P4 | Potency, µM (highest dose often 38.3 µM), inactives show top-dose activity change, negative = inhibition, actives largely listed as inhibitors | 220,000 compounds, 1% hits; note: potency is the fitted concentration of half-maximal effect; % is set by controls: 0 for no effect and ±100 for the full control effect; nearly all actives have a fitted effect of over 50% in size; many of its hits are not listed in these tables
GLA spleen mod: inhibitors or activators of human alpha-galactosidase in spleen homogenate | P06280 | human spleen homogenate, 4MU-alpha-Gal fluorescence, 40 min | Potency, µM (series often up to 80 µM), inactives show at the highest dose activity change, negative = inhibition, actives largely listed as inhibitors | 240,000 compounds, 0.008% hits | AID 2107;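 note: potency is the fitted concentration of half-maximal effect; 0% = enzyme with vehicle and -100% = no enzyme basal signal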
Target sequence (P06280 32-429 limits assumed): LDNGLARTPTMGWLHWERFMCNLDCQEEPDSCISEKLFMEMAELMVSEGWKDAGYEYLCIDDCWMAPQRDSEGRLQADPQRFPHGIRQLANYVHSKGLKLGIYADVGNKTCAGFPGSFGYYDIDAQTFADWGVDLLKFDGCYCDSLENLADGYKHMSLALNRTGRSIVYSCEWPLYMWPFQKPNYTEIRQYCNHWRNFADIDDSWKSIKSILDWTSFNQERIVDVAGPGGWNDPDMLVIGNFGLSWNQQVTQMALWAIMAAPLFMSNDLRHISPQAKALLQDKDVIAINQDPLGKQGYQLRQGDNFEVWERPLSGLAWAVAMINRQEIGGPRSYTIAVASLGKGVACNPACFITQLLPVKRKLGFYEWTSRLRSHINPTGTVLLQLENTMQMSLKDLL
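Inhibition or activation of alpha-galactosidase in human spleen homogenate is scored by 4-MU fluorescence after 40 min at 37C, pH 5.0, with 1 mM substrate. AC50s come from concentration-response fitted to the Hill equation.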
TRb-SRC2 inh: TRbeta-SRC2 interaction inhibition; TRbeta-SRC2 peptide binding, fluorescence polarization; receptor liganded with 1 µM T3; Potency, µM (doses to about 106 µM), inactives show top-dose activity change, negative = inhibition, hits mostly inhibitors; 280,000 compounds, 0.065% hits; AID 1469;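 note: potency is the fitted concentration of half-maximal effect; plate controls were bound peptide for no effect and peptide without receptor for full effect; nearly all actives have a fitted effect of over 50% in size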
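Quantitative HTS by FP: 0.6 uM TRb LBD, 20 nM labeled SRC2 20-mer, 1 uM T3, 5% DMSO; 5 hr ambient incubation; % activity per concentration and potencies from concentration series.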
TR SRC2 fluor cs: alters Texas Red total fluorescence, flagging assay interference | Potency, µM (series often up to 106 µM), inactives show top-dose fluorescence change, negative = quenching | 280,000 compounds, 0.29% hits | TRb/SRC2 Texas Red total fluorescence interference; active = well fitted curve in either direction with a large enough effect; inconclusive = small, poorly fitted or top-dose-only effect; note: potency is the fitted concentration of half-maximal effect; % is set by controls: 0 for no effect and ±100 for the full control effect
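Human TRβ ligand-binding domain (0.6 uM) and Texas Red SRC2 peptide (20 nM) in Tris buffer with 1 uM T3 and 5% DMSO were incubated with pinned compound for 5 hr at ambient temperature. Total fluorescence was computed as S + 2P (555/632 nm).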
Tau FP inhib: inhibitors of human tau fibril formation; 280,000 compounds, 0.39% hits; Potency, µM (series often up to 57.7 µM), for inactives: top-dose activity, negative = inhibition, most hits filed as inhibitors; K18 P301L tau heparin fibrillization, Alexa594 FP, 6 h; P10636; note: potency is the fitted concentration of half-maximal effect; % is set by controls: 0 for no effect and ±100 for the full control effect; nearly all actives have a fitted effect of over 55% in size
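Read-out: fluorescence polarization of Alexa 594-labeled tau (0.24 uM), 555 nm excitation, 632 nm emission. Mixtures held 15 uM unlabeled K18 P301L, compound and 20 uM heparin, pH 7 acetate buffer, incubated 6 hr at 37 C.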
Epigenetic derep: derepresses silenced GFP reporter in murine cells; murine LDR cells, GFP reporter derepression, 30 h; Potency, µM (series often up to 53.9 µM), without a hit: at the highest dose GFP activation, hits mostly activators; 280,000 compounds, 0.2% hits; AID 1865; note: potency is the fitted concentration of half-maximal effect; % of control where 0% means no effect; nearly all actives have a fitted effect of over 60% in size
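GFP-positive cell count by laser-scanning cytometry (objects 20–120 um) after 30 h, 37 C compound exposure of murine LDR cells; reporter is CMV-GFP integrated at a silenced locus, inducible by HDAC or DNMT inhibitors.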
Tau fluor cs: counter-screen for tau fibril formation inhibitors | tau K18 P301L Alexa594 fluorescence, heparin fibrillization | Potency, µM (doses to about 57.7 µM), without a hit: at the highest dose activity change, negative = decrease | 280,000 compounds, 0.93% hits | AID 1463; note: potency is the fitted concentration of half-maximal effect; % is set by controls: 0 for no effect and ±100 for the full control effect; nearly all actives have a fitted effect of over 55% in size
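Human tau K18 P301L (15 uM unlabeled, 0.24 uM Alexa 594-labeled) in 100 mM sodium acetate pH 7 with 20 uM heparin, 6 hr at 37 C. ThT 30 uM added, 1 hr ambient; Alexa 594 FP and total fluorescence read at 555/632 nm.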
CBFb RUNX1 block: CBF-beta/RUNX1 interaction disruption; Q01196+Q13951; AlphaScreen CBFb-His/RUNX1-biotin binding, biochemical; Potency, µM (series often up to 59.8 µM), without a hit: at the highest dose activity, negative = inhibition, usual class: inhibitors; 230,000 tested, under 10 active; note: % of control where 0% means no effect
Target sequence (Q01196 whole entry, looked up): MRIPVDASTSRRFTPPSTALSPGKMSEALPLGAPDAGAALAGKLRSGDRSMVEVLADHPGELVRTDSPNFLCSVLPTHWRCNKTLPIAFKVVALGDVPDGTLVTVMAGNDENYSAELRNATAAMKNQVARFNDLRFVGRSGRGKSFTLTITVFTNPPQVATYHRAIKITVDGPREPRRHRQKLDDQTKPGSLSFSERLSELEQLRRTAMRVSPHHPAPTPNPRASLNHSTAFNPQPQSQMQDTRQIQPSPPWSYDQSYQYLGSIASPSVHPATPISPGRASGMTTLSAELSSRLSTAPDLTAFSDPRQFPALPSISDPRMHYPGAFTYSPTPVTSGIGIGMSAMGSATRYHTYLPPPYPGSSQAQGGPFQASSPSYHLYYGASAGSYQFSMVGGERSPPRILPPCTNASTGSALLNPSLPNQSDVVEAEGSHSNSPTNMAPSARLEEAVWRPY
Target sequence (Q13951 whole entry, looked up): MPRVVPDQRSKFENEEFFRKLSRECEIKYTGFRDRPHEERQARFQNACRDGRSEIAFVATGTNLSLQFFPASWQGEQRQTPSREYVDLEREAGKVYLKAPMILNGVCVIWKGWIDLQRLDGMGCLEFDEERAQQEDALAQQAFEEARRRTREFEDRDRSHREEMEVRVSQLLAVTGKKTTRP
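AlphaScreen proximity signal reports loss of binding between His-tagged CBF-beta and biotin-labelled RUNX1, each at 30 nM. Proteins are pre-associated for 20 minutes, compounds added for 15 minutes, then beads for 90 minutes, all at ambient temperature.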
An asterisk follows results filed as active; ? = inconclusive; nt = no result given; & = joins results of further samples; [ ] = dose if it differs, or a comment. Unless noted, calls come from the whole dose curve; as a rule, active = well fitted curve in the direction sought with a large enough effect; inconclusive = small, poorly fitted or top-dose-only effect, or another doubt; inactive = no such curve, though single readings can be large; an effect the other way counts as inactive or inconclusive.

SMILES	NPSR antagonist	GLA spleen mod	TRb-SRC2 inh	TR SRC2 fluor cs	Tau FP inhib	Epigenetic derep	Tau fluor cs	CBFb RUNX1 block
COCc1[nH][nH]c(=O)c1C=Nc1ccc(Oc2ccccc2)cc1	-25%[46.1 µM]	-18%	1%	-2%	9%	-0.1%	-12%	-14%
COc1cccc(NC(=O)CSc2nc3ccccc3c3nc4ccccc4n23)c1	-11%	-5%	3%	0%	-14%	?	-21%	11%
Cc1ccnc(SCCn2c(N3CCN(C)CC3)nc3c2c(=O)n(C)c(=O)n3C)n1	-11%	2%	8%	-2%	4%	0.1%	-6%	3%
Cc1ccc(C(=O)N/C(=C/c2ccc(-c3cc(C(F)(F)F)ccc3Cl)o2)C(=O)NCc2cccnc2)cc1	-10%[46.1 µM]	4%	-5%	-1%	-8%	-1.0%	-21%	-7%
Cc1[nH]c2ccccc2c1SCC(=O)N1CCN(c2ccccc2)CC1	3%[46.1 µM]	-4%	-7%	-2%	6%	-0.8%	-16%	3%
C=CCSc1nc(C)c(CC(=O)OCCCC)c(=O)[nH]1	-1%[46.1 µM]	2%	-6%	-1%	5%	1.9%	2%	6%
C=CCn1c(SCC(=O)c2c(C)[nH]c3ccccc23)nnc1-c1ccncc1	-3%	-3%	-9%	-2%	-6%	-0.9%	-5%	3%
COc1ccc(COCCN2CCN(S(=O)(=O)c3ccccc3)CCC2=O)cc1	0%	0%	5%	-3%	-4%	1.1%	-7%	2%
Cc1ccc2[nH]c(=O)c(CN(Cc3cccs3)C(=S)NCC3CCCO3)cc2c1 (stereo not given)	-13%	2%	-1%	6%	-1%	0.0%	-7%	3%
O=C(NC(Cc1ccccc1)C(=O)O)/C(=C\c1ccc(F)cc1)NC(=O)c1ccccc1 (stereo not given)	-7%[46.1 µM]	1%	-5%	0%	4%	0.0%	6%	1%
CCOC(=O)c1c(C)[nH]c(C2=NNC(=Nc3ccc(OCC)cc3)SC2)c1C	-26%	-22%	-9%	-1%	?	-1.5%	?	?
CCn1c(COc2cccc(C)c2)nnc1SCC(=O)Nc1cccc(C(=O)OC)c1	-5%[7.67 µM]	4%	9%	1%	-3%	-2.5%	?	1%
CCn1cc(/C=C/C(=O)Nc2c(C)nn(Cc3ccccc3)c2C)cn1	17%	-4%	-4%	-5%	3%	1.0%	5%	9%
Cc1ccc2nc(Nc3nc(CSc4nc5ccccc5s4)cc(=O)[nH]3)nc(C)c2c1	4%	-1%	-5%	-1%	11%	0.0%	7%	4%
CC(C)Oc1ccc2c(=O)c3cc(C(=O)O)ccc3oc2c1	nt	8%	-2%	-5%	-4%	5.7%	-11%	7%[21.7 µM]
CCCCC/C=C\C/C=C\C/C=C\CCCCC(=O)NCCCC(=O)O	nt	-3%	4%	0%	-3%	0.0%	-15%	0%
CC1(C)C(=O)Nc2ccccc2N1C(=O)CSc1ncccn1	8%	6%	-2%	-4%	1%	1.1%	-8%	7%
Cc1ccc(NC(=O)C(=O)NCC(c2cccnc2)N2CCc3ccccc32)cc1Cl (stereo not given)	nt	nt	-18%	?	-1%	1.4%	-5%	nt
COc1cc(/C=C2\CCc3c2nc2ccccc2c3C(=O)O)cc(OC)c1OC	43%	-7%	5%	-9%	-11%	?	-30%	nt
CC(C)NC(=O)/C(=C\c1cccc([N+](=O)[O-])c1)NC(=O)c1ccccc1	-3%[46.1 µM]	7%	-12%	-2%	-2%	-0.9%	-3%	-2%
CCOC12NC(=O)CC(=O)N1C(c1ccccc1)=CS2 (stereo not given)	-16%[46.1 µM]	-3%	-5%	0%	-6%	-0.4%	-10%	1%
Cc1cc(C(=O)Nc2sc3c(c2C#N)CCC3)no1	-7%[46.1 µM]	-1%	-2%	-3%	7%	4.3%	-12%	-3%
Cc1ccc(-c2nnc3ccc(SCC(=O)NCc4ccco4)nn23)cc1	-8%[46.1 µM]	-27%	0%	0%	9%	-4.8%	2%	11%
Cc1c(C(=O)NCC2CCCO2)oc2ccc(S(=O)(=O)N3CCCC3)cc12 (stereo not given)	-13%[46.1 µM]	9%	1%	-1%	-8%	1.1%	-11%	6%
CC1(C2CC2)NC(=O)NC1=O (stereo not given)	3%[46.1 µM]	-1%	-6%	0%	9%	0.2%	1%	0%

The last 2 compounds of the part above are carried over, then new ones follow.
SMILES	NPSR antagonist	GLA spleen mod	TRb-SRC2 inh	TR SRC2 fluor cs	Tau FP inhib	Epigenetic derep	Tau fluor cs	CBFb RUNX1 block
Cc1c(C(=O)NCC2CCCO2)oc2ccc(S(=O)(=O)N3CCCC3)cc12 (stereo not given)	-13%[46.1 µM]	9%	1%	-1%	-8%	1.1%	-11%	6%
CC1(C2CC2)NC(=O)NC1=O (stereo not given)	3%[46.1 µM]	-1%	-6%	0%	9%	0.2%	1%	0%
CCOc1ccc(/C=C/c2nc(C#N)c(NCc3ccc(OC)cc3)o2)cc1	nt	nt	7%	-1%	14%	4.9%	-21%	nt
COc1ccc(CCNC(=O)c2cc3c(=O)[nH]c4ccc(C)cc4c3s2)cc1OC	nt	nt	3%	0%	?	7.8%	-22%	nt
CC1CCCN(CCCNC(=O)c2coc3nc4ccccc4nc23)C1 (stereo not given)	-17%[46.1 µM]	?	-18%	0%	1%	-1.4%	-2%	-2%
COc1ccc(NC(=O)Nc2cccc(C(=O)N3CCOCC3)c2)cc1OC	-3%[46.1 µM]	0%	4%	-2%	11%	-3.6%	-11%	-3%
CC1(C)C2CCC1(C)C(OCC[N+](C)(C)CC(=O)OC1CCCCC1)C2 (stereo not given)	12%[46.1 µM]	-4%	1%	0%	10%	-0.1%	8%	13%
Cc1cc(C)n(-c2ccc(-n3ccnc3)nn2)n1	-4%[46.1 µM]	0%	-19%	1%	-1%	1.1%	2%	16%
NC(=O)c1ccccc1O	26%	-9%&8%&2%	1%&7%&9%	-3%&-1%&-1%	-9%&-3%	2.0%&1.3%	-6%&-8%	12%
CCOC(=O)C1CCCN(CC(=O)Nc2cc(C)c3c(=O)oc4ccccc4c3n2)C1 (stereo not given)	nt	nt	-1%	-1%	-3%	4.1%	-18%	nt
N#CC1=C(N)C(C#N)(C#N)C2(C(=O)Nc3ccccc32)C2CCCC=C12 (stereo not given)	-15%[46.1 µM]	-1%	-18%	2%	?	0.7%	-11%	2%
O=C1CC(C(=O)Nc2ccc(Cl)cc2[N+](=O)[O-])C2(CCCCC2)O1 (stereo not given)	14%	3%	-1%	-1%	2%	1.0%	-18%	-5%
CCOC(=O)CNC(=O)C1c2cc(OC)c(OC)cc2C(=O)N(C)C1c1ccccc1F (stereo not given)	8%[46.1 µM]	7%	-3%	-1%	3%	-1.7%	-3%	6%
Cc1c(C(=O)N(Cc2cccc(Cl)c2)Cc2ccco2)oc2ccccc12	nt	nt	3%	-6%	2%	-1.9%	-5%	nt
COC(=O)[C@@]1(Cc2ccc(F)cc2)[C@H]2c3cc(C(=O)N4CCCC4)n(Cc4ccc(C(F)(F)F)nc4)c3C[C@H]2CN1C(=O)c1ccccc1	-40%	0%&-17%	9%&-7%	1%&-1%	-2%&19%	1.7%&2.5%	-13%&0%	4%[2.36 µM]
O=C(COC(=O)/C=C/c1cccs1)Nc1nc(-c2cccc(Br)c2)cs1	-6%	19%	-3%	-1%	-14%	0.6%	-15%	4%
O=C(O)c1ccc(S(=O)(=O)Nc2cccc(CP(=O)(c3ccccc3)c3ccccc3)c2)cc1	6%	2%	0%	-1%	-2%	0.0%	-17%	-1%
COc1ccc(CNC(=O)c2ccc[nH]2)cc1Cl	7%	-4%	-6%	0%	2%	-0.7%[10.1 µM]	-8%	-5%
O=C(COc1ccc(Cl)cc1)Nc1ccc2oc(-c3ccncc3)nc2c1	-5%[46.1 µM]	3%	-5%	-2%	4%	-1.0%	-19%	5%
CC(C)Cc1nc2ccc(N)cc2[nH]1	-4%	-1%	-6%	-4%	2%	0.0%	-7%	0%
CC(=O)c1c(Nc2ccc3c(c2)OCCO3)oc(C)cc1=O	-8%[46.1 µM]	0%	5%	2%	4%	2.7%	-10%	5%

Filtered by structure, the entries above containing an aryl thioether with sulfur outside any ring.
SMILES	NPSR antagonist	GLA spleen mod	TRb-SRC2 inh	TR SRC2 fluor cs	Tau FP inhib	Epigenetic derep	Tau fluor cs	CBFb RUNX1 block
COc1cccc(NC(=O)CSc2nc3ccccc3c3nc4ccccc4n23)c1	-11%	-5%	3%	0%	-14%	?	-21%	11%
Cc1ccnc(SCCn2c(N3CCN(C)CC3)nc3c2c(=O)n(C)c(=O)n3C)n1	-11%	2%	8%	-2%	4%	0.1%	-6%	3%
Cc1[nH]c2ccccc2c1SCC(=O)N1CCN(c2ccccc2)CC1	3%[46.1 µM]	-4%	-7%	-2%	6%	-0.8%	-16%	3%
C=CCSc1nc(C)c(CC(=O)OCCCC)c(=O)[nH]1	-1%[46.1 µM]	2%	-6%	-1%	5%	1.9%	2%	6%
C=CCn1c(SCC(=O)c2c(C)[nH]c3ccccc23)nnc1-c1ccncc1	-3%	-3%	-9%	-2%	-6%	-0.9%	-5%	3%
CCn1c(COc2cccc(C)c2)nnc1SCC(=O)Nc1cccc(C(=O)OC)c1	-5%[7.67 µM]	4%	9%	1%	-3%	-2.5%	?	1%
Cc1ccc2nc(Nc3nc(CSc4nc5ccccc5s4)cc(=O)[nH]3)nc(C)c2c1	4%	-1%	-5%	-1%	11%	0.0%	7%	4%
CC1(C)C(=O)Nc2ccccc2N1C(=O)CSc1ncccn1	8%	6%	-2%	-4%	1%	1.1%	-8%	7%
Cc1ccc(-c2nnc3ccc(SCC(=O)NCc4ccco4)nn23)cc1	-8%[46.1 µM]	-27%	0%	0%	9%	-4.8%	2%	11%

A portion of the library, so the mix of outcomes need not match the whole.
